TRHR agonist: qHTS for Small Molecule Agonists and Allosteric Enhancers of Human TRH Receptor: Primary Screen for Agonists. Thyrotropin-releasing hormone receptor (Homo sapiens), P34981. TRHR cells, calcium flux fluo-8, FDSS agonist mode. activation, % at 2 µM. 360,000 compounds, 0.18% hits. AID 493084, 2011; note: 0% is about no effect
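Steps: seed TRHR cells overnight; add fluo-8 no-wash Ca dye, RT 30 min–1.5 h; record 10 s baseline; pin-transfer compounds; monitor fluorescence 1 cycle/s for the agonist window. Calcium increases flag candidate agonists.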
D2 potentiator: HTS Assay for Positive Allosteric Modulators of the Human D2 Dopamine Receptor: Primary Screen for Potentiators; D(2) dopamine receptor (Homo sapiens), P14416; HEK293 T-REx D2, calcium flux, EC20 dopamine potentiation; potentiation, % at 10 µM; 340,000 compounds, 0.34% hits; AID 485347, 2010;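 active = potentiation over 3 SD above the plate norm, cut at about 30% in these data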; note: 0% is about no effect
Target sequence (P14416 whole entry, looked up): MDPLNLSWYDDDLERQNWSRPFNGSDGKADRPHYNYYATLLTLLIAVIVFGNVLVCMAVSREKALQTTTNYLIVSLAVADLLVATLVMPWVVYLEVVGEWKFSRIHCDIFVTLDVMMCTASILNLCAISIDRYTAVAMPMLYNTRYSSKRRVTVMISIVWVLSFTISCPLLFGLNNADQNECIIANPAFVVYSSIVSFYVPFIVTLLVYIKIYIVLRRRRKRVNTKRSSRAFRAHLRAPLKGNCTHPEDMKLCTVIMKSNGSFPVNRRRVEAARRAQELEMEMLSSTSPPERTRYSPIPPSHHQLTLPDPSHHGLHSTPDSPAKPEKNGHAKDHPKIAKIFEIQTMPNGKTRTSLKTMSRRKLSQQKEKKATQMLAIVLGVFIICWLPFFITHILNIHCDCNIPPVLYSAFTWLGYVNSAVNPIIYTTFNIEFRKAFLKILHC
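Tetracycline-induced Hek293 Trex D2 cells, force-coupled to calcium, loaded with no-wash calcium dye. Compound added with 180 s kinetic read for agonism, then EC20 dopamine and a further 180 s read for potentiation.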
TRHR PAM: qHTS for Small Molecule Agonists and Allosteric Enhancers of Human TRH Receptor: Primary Screen for Enhancers; enhancement, % at 2 µM; 360,000 compounds, 0.66% hits; TRHR cells, fluo-8 calcium fluorescence, EC20 TRH enhancement; in the data active = enhancement above about 30%; note: 0% is about no effect
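TRHR-expressing cells loaded with fluo-8 calcium dye were read kinetically (ex 480/em 530) during compound addition, then stimulated with an EC20 of TRH (10 nM final). Enhancement of the Gq-mediated intracellular calcium response was scored.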
D2 antagonist: HTS Assay for Allosteric Antagonists of the Human D2 Dopamine Receptor: Primary Screen for Antagonists. D(2) dopamine receptor (Homo sapiens), P14416. HEK293 TREx D2 cells, calcium flux, dopamine EC80. inhibition, % at 10 µM. 340,000 compounds, 2% hits. AID 485344, 2010; in the data active = inhibition above about 30%; note: 0% is about no effect
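Compounds are added to dye-loaded, induced HEK293 T-REx cells coupled to calcium release via D2; after a 3 min kinetic read an EC80 dopamine stimulus is given and fluorescence is recorded for 3 more min.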
RXFP1 antagonist: qHTS Assay for Antagonists of the Relaxin Receptor RXFP1. HEK293-RXFP1, relaxin-stimulated cAMP HTRF, 30 min; stronger effect = lower value. activity change, negative = inhibition, % at 57.5 µM. AID 1259400, 2018. 350,000 compounds, 0.59% hits;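 active = activity change of -60% or lower, but not beyond a set lower limit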; note: % is set by controls: 0 for no effect and ±100 for the full control effect
D2 ag: HTS Assay for Allosteric Agonists of the Human D2 Dopamine Receptor: Primary Screen for Agonists; D(2) dopamine receptor (Homo sapiens), P14416; AID 485358, 2010; 340,000 compounds, 0.53% hits; HEK293 T-REx D2 cells, calcium flux agonist mode; activation, % at 2 µM;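 active = activation over 3 SD above normal in the single-dose calcium agonist read, cut at about 30% in these data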; note: 0% is about no effect
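Agonism scored from kinetic calcium signal (1 read/sec, 180 s) following compound pin transfer, after a 10 s baseline. Cells: HEK293 Trex line expressing inducible D2 receptor coupled to calcium, dye-loaded after overnight culture at 30 C.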
D1 ag: Allosteric Agonists of the Human D1 Dopamine Receptor: qHTS; D(1A) dopamine receptor (Homo sapiens), P21728; HEK293 T-REx D1 cells, calcium flux, agonist mode; 360,000 compounds, 1% hits; activation, % at 2 µM; note: 0% is about no effect
Target sequence (P21728 whole entry, looked up): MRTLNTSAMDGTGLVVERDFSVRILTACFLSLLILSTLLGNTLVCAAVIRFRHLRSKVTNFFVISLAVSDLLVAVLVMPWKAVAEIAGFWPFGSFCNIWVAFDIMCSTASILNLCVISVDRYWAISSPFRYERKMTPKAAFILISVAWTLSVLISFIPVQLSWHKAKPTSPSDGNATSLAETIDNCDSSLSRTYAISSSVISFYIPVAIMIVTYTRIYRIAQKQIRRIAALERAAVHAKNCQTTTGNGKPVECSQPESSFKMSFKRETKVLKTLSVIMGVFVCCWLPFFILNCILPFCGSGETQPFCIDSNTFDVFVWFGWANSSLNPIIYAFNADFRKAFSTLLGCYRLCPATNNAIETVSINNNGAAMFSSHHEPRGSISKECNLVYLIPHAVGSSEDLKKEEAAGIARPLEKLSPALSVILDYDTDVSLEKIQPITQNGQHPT
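Agonism was scored from calcium flux recorded over 180 s (1 read/s) after pintool compound addition, following a 10-cycle baseline. Cells were inducible force-coupled HEK293 TREx D1, plated overnight at 30 C and loaded with no-wash calcium dye.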
D1 PAM: Potentiators of Human D1 Dopamine Receptor: qHTS | D(1A) dopamine receptor (Homo sapiens), P21728 | HEK293 TREx D1 cells, calcium flux, dopamine EC20 potentiation | potentiation, % at 10 µM | 360,000 compounds, 0.036% hits; in the data active = potentiation above about 30%; note: 0% is about no effect
D1 antagonist: Antagonist of Human D 1 Dopamine Receptor: qHTS | D(1A) dopamine receptor (Homo sapiens), P21728 | HEK293 TREx D1 cells, calcium flux, dopamine EC80; stronger effect = lower value | activity change, negative = inhibition, % at 10 µM | 360,000 compounds, 3.2% hits; in the data active = activity change below about -30%; note: % is set by controls: 0 for no effect and ±100 for the full control effect
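Compound effects on dopamine-evoked calcium signalling were measured in tetracycline-induced HEK293 Trex D1 cells. Dopamine at EC80 followed a 180 s compound pre-read, and fluorescence was tracked kinetically for 180 s more.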
Starred values were filed as active, the others as inactive; . = no result given; & = joins results of further samples; ! = a repeat was not active. Cut-off read from the data, not from the text of the source, unless noted: active = activation above about 30%; inactive = the rest. Rows are unselected; any-hit rate near 7.3%.

Structure,D1 ag,D2 antagonist,D2 ag,RXFP1 antagonist,D2 potentiator,D1 antagonist,TRHR agonist,TRHR PAM,D1 PAM
CC(C)C(=O)N1CCC2(CC1)Oc1ccc(Cl)cc1C(=O)C21CC(c2cccnc2)=NO1 (configuration not stated),1,6,-0.9,.,-4,1,0.8,7,2
CCCOc1cccc(C2/C(=C(/O)c3ccc(F)cc3)C(=O)C(=O)N2CCN(C)C)c1 (configuration not stated),3,5,-0.2,8,16,1,0.4,-2,-3
COc1ccc(C(=O)N2CCNC(=O)C2CC(=O)Nc2ccc(C)cc2)cc1 (configuration not stated),3,-9,-0.3,2,-2,2,0.5,1,0
CCN(C(=O)c1nn(-c2ccc(C)cc2)c(=O)c2c1c1ccccc1n2C)c1ccc(F)cc1,-1,.,1.5,1,4,10,-0.6,-5,4
CC(C)CC1NC(=O)c2ccccc2-n2c1nc1cc(F)ccc1c2=O (configuration not stated),3,0,0.0,.,-7,49,-0.4,0,-1
CC(C)NC(=O)C1COc2ccccc2O1 (configuration not stated),0,0,0.6,4,-2,13,1.0,-6,-5
Cc1[nH]c(=O)[nH]c(=O)c1S(=O)(=O)N1CCC(C(=O)N2CCN(Cc3ccccc3)CC2)CC1,2,-9,-0.5,-2,-3,4,0.0,3,-1
CCC(=O)N1CCN(c2ccc(NC(=O)c3c(F)c(F)c(OC)c(F)c3F)cc2)CC1,3,-7,-0.4,1,23,8,0.3,-1,2
O=[N+]([O-])c1ccc(Cl)cc1NCCCN1CCOCC1,6,10,-0.4,7,-11,8,-0.3,1,-6
Cc1nc(N2CCC(C(N)=O)CC2)c2nnn(Cc3ccccc3)c2n1,2,7,-0.7,6,6,0,-0.5,-2,-6
COc1ccc2nc(/C(C#N)=C\c3ccc(C(=O)O)cc3)[nH]c2c1,11,12,2.9,-10,-6,6,15,-5,-1
CN(C)C(=O)CN1C(=O)NC2(CCc3ccccc32)C1=O (configuration not stated),2,26,0.1,-3,7,25,0.6,6,0
Cc1cc(NC(=O)CN2CCC(C)CC2)no1,3,-6,-1.2,0,7,-2,0.1,2,7
O=C(OCC#CCSc1nnc(-c2cccc3ccccc23)o1)c1ccco1,32*!,-8,0.5,-7,-5,3&-21,-0.8&2.6,8&1,5&-2
COc1ccccc1NC(=O)CSc1nc(=O)n(CCN(C)C)c2c1CCCC2,1,-18,0.5,-5,-5,-2,0.7,-5,-4
Cc1ccccc1Nc1cc(=O)oc2ccccc12,-1,1,-0.5,-6,-8,-10,-0.2,0,-3
Cc1c(C(=O)NCc2ccoc2)oc2ccc3c(c12)C(=O)CC(C)(C)O3,6,-17,-0.2,.,2,-1,-0.8,3,-8
CCn1cc(C(C)(C)C)c(C#N)c1NC(C)=O,2,-16,-0.1,-8,6,1,0.0,8,-8
COc1cccc(CNc2nnnn2C)c1OC,-2,12,1.1,-3,-6,19,0.3,-1,-4
Cc1cc(=O)[nH]c2ccc(S(=O)(=O)NCc3ccccc3)cc12,8,-6,0.7,-1,-2,-28,1.2,-4,-1
COc1cc2[nH]c(=O)n(CCC(=O)NCCCN3CCN(c4ccccc4F)CC3)c(=O)c2cc1OC,2,96*,51*,-3,-34,-42*,-0.2,-3,-9
O=C(O)c1cccc(N2C(=O)c3cccc4cccc(c34)C2=O)c1,3,0,-0.5,5,-4,4,0.6,-2,-12
O=[N+]([O-])c1ccccc1/C=C/C=N/n1c(-c2ccc(Cl)cc2)n[nH]c1=S,4,4,-0.6,0,-10,-26,-0.7,-6,-4
O=S(=O)(NC1CCCCC1N1CCC(O)CC1)c1ccc(Cl)cc1 (configuration not stated),1,-17,0.0,-2,0,5,-1.1,-6,2
COC(=O)c1ccc(NC(=O)CN2CCN(CC#N)CC2)cc1,1,4,0.6,-17,2,-15,0.1,0,3
Cc1ccccc1-c1cccc(CN2CCN(C)C(CCO)C2)c1 (configuration not stated),16,0,0.6,-4,-15,-5,1.4,10,-6
COc1ccc(CNC(=O)CSc2nnnn2-c2ccc(O)cc2)cc1,8,-6,0.3,-3,7,0,-0.1,-3,-4
O=S1(=O)N=C(N(CCO)/N=C/c2ccc(Cl)cc2)c2ccccc21,1,-7,-2.8,7,-1,6,-0.5,10,0
COC(=O)CC1=C(C(=O)OC)C(c2cccs2)C(C#N)=C(N)O1 (configuration not stated),4,-11,0.1,-1,4,29,-0.5,-1,-7
CN(CC(=O)Nc1ccccc1Cl)C(=O)COC(=O)c1cnccn1,5,18,0.0,7,-7,5,0.8,-3,-4
COC(=O)C1=C(C)N(Cc2ccccc2)C(=O)N[C@H]1c1ccccc1,100*,5,-0.2,.,13,-6,-0.2,7,-6
Cc1cc(OC(=O)c2c(C)cc(O)cc2O)cc(O)c1C(=O)O,3,-9,0.7,.,3,-5,0.0,9,3
COc1ccc(S(=O)(=O)NCC(=O)N(CC(=O)NCC2CCCO2)Cc2ccccc2)cc1 (configuration not stated),6,10,0.2,6,-1,5,-0.5,-4,.
Nc1cc(C(=O)N/N=C/c2cccc([N+](=O)[O-])c2)n[nH]c1=O,3,6,-0.2,1,-1,10,0.7,-3,-3
COCc1cc(C)nc(SCC(=O)Nc2ccc(N3CCOCC3)cc2)c1C#N,1,-3,-0.5,-9,-2,19,-0.6,4,-1
Cc1cc(C)c(NS(=O)(=O)c2ccc(NC(=O)/C=C/C(=O)O)cc2)c(C)c1,9,-5,0.3,.,7,-17,0.6,-5,0
CC(C)NC(=O)NC(=O)COC(=O)c1ccccc1Oc1ccccc1,7,-68,0.5,-4,11,-15,-0.5,13,-2
Cc1cc(NC(=O)c2ccc(F)cc2)n(CCOC(=O)c2ccc(F)cc2)n1,12,3,-0.1,16,0,-12,2.5,-1,-1
CCCC(=O)Nc1ccc(NC(=O)Cc2ccccc2)cn1,2,13,-0.5,6,11,-9,0.3,2,-1
Cc1ccc(Cn2nnc3c(=O)[nH]c(C(=O)NCc4ccco4)nc32)cc1,1,8,0.3,4,8,5,-0.6,3,-1
CCOC(=O)c1cnc2nc[nH]n2c1=O,-2,4,-1.7,.,-1,10,-0.4,7,3
COc1cc(OC)cc(-c2nc3nc(C)c(CCC(=O)Nc4cc(F)ccc4F)c(C)n3n2)c1,0,.,1.0,.,.,5,1.1,-2,0
COc1ccc(OCc2cc(C(=O)NCC3(C)COC3)no2)c(Cl)c1,2,3,2.0,-18,-4,-1,-0.9,2,1
O=C(CNS(=O)(=O)Cc1ccccc1)NCc1ccccc1,0,-1,0.1,6,9,-4,0.1,-3,1
COc1ccccc1N1C(=O)C2C3CC(c4ccccc4)C(C3)C2C1=O (configuration not stated),0,-11,-0.4,-3,0,6,-0.1,-1,-1
CC1CCN(S(=O)(=O)c2ccc3c(c2)N(CC(=O)NCCCOC(C)C)C(=O)CS3)CC1,2,10,-0.6,-16,-2,9,-0.9,3,-1
CC(C)N(CC#CCC(O)(c1ccccc1)c1ccccc1)CCO,10,1,0.7,1,-9,22,0.7,-4,3
COc1ccccc1NC(=O)c1ccc(NC(=O)c2cc3c(s2)CCC3)cc1,5,-8,-0.6,-2,-14,-15,-0.6,-2,-8
O=C(NCCN1CCOCC1)c1cn(CCc2ccccc2)nn1,1,-5,-0.4,2,1,-10,0.6,2,0
CCOC(=O)c1c(C)[nH]c(CCC(=O)Nc2ccc(C)c(F)c2)c1C,2,.,-0.3,-34,-12,-24,-0.3,3,-4
COc1ccc(C(C(=O)Nc2ccc(C(C)C)cc2)N(C)C(=O)CNC(C)=O)cc1 (configuration not stated),10,3,0.1,-12,-6,5,0.7,-10,-1
O=C(Nc1cc(S(=O)(=O)Nc2ccccc2Cl)ccc1O)c1sc2cc(Cl)ccc2c1Cl,1,-18,-0.1,-5,-4,9,0.4,6,-3

Ordered by count of non-hydrogen atoms (descending): 12 of the compounds above
Structure,D1 ag,D2 antagonist,D2 ag,RXFP1 antagonist,D2 potentiator,D1 antagonist,TRHR agonist,TRHR PAM,D1 PAM
COc1cc2[nH]c(=O)n(CCC(=O)NCCCN3CCN(c4ccccc4F)CC3)c(=O)c2cc1OC,2,96*,51*,-3,-34,-42*,-0.2,-3,-9
COc1ccc(S(=O)(=O)NCC(=O)N(CC(=O)NCC2CCCO2)Cc2ccccc2)cc1 (configuration not stated),6,10,0.2,6,-1,5,-0.5,-4,.
COc1ccc(C(C(=O)Nc2ccc(C(C)C)cc2)N(C)C(=O)CNC(C)=O)cc1 (configuration not stated),10,3,0.1,-12,-6,5,0.7,-10,-1
COCc1cc(C)nc(SCC(=O)Nc2ccc(N3CCOCC3)cc2)c1C#N,1,-3,-0.5,-9,-2,19,-0.6,4,-1
O=C(OCC#CCSc1nnc(-c2cccc3ccccc23)o1)c1ccco1,32*!,-8,0.5,-7,-5,3&-21,-0.8&2.6,8&1,5&-2
COc1ccc(CNC(=O)CSc2nnnn2-c2ccc(O)cc2)cc1,8,-6,0.3,-3,7,0,-0.1,-3,-4
CN(CC(=O)Nc1ccccc1Cl)C(=O)COC(=O)c1cnccn1,5,18,0.0,7,-7,5,0.8,-3,-4
COC(=O)c1ccc(NC(=O)CN2CCN(CC#N)CC2)cc1,1,4,0.6,-17,2,-15,0.1,0,3
CN(C)C(=O)CN1C(=O)NC2(CCc3ccccc32)C1=O (configuration not stated),2,26,0.1,-3,7,25,0.6,6,0
O=[N+]([O-])c1ccc(Cl)cc1NCCCN1CCOCC1,6,10,-0.4,7,-11,8,-0.3,1,-6
Cc1cc(NC(=O)CN2CCC(C)CC2)no1,3,-6,-1.2,0,7,-2,0.1,2,7
CCOC(=O)c1cnc2nc[nH]n2c1=O,-2,4,-1.7,.,-1,10,-0.4,7,3

High-throughput results deposited in PubChem BioAssay by National Center for Advancing Translational Sciences (NCATS).
